Screening results from PubChem.
ATG4B inh = ATG4B protease inhibitors, primary screen, biochemical, fluorescence, uHTS | actives 0.51% (n = 340,000) | ATG4B cleavage of LC3-PLA2, NBD-HPC fluorescence, 1 h | AID 504462, 2011 | Cysteine protease ATG4B (Homo sapiens), Q9Y4P1 | inhibition, % at 8.33 µM; in the data active = inhibition above about 40%
SENP7 inh = SENP7 protease inhibitors, primary screen, biochemical, luminescence, uHTS | recombinant SENP7, Z-RLRGG-aminoluciferin luminescence, 40 min | inhibition, % at 5 µM | actives 1.5% (n = 330,000) | Sentrin-specific protease 7 (Homo sapiens), Q9BQF6;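 active = inhibition above about 50% at the single test dose, limit read from the data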;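 also: plate controls were DMSO with enzyme for no effect and no enzyme buffer wells for full effect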
GRIN3A LBD mod = binders of NR3A ligand-binding domain, primary screen, biophysical, differential scanning fluorimetry, uHTS; Glutamate receptor ionotropic, NMDA 3A (GRIN3A) ligand-binding domain; NR3A LBD differential scanning fluorimetry, Tm shift; 0% = protein alone, 100% = glycine-bound protein; Tm shift relative to glycine control, % at 25 µM; actives 2.5% (n = 340,000); AID 1259313, 2017;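 active = melting temperature shift of at least 10% of the positive control shift, at one fixed dose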
MPTP block = mitochondrial permeability transition pore inhibitors, primary screen, biochemical, isolated mouse mitochondria, absorbance; inhibition, % at 10 µM; actives 1.4% (n = 360,000); Ca2+ swelling absorbance, 30 min;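 active = inhibition of 50% or more, scaled per plate between neutral and stimulator controls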;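 also: 0% = DMSO wells given calcium and 100% = 1 mM EGTA wells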
SENP6 block = SENP6 protease inhibitors, primary screen, biochemical, luminescence, uHTS; Recombinant SENP6 catalytic domain, aminoluciferin luminescence; actives 1.8% (n = 330,000); inhibition, % at 10 µM; Sentrin-specific protease 6 (Homo sapiens), Q9GZR1;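 active = inhibition above about 50% at the single tested dose, limit read from the data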;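 also: plate controls were DMSO wells with enzyme for no effect and DMSO wells lacking enzyme for full effect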
PfG6PD inh = PfG6PD enzyme inhibitors, primary screen, biochemical, fluorescence intensity, uHTS. glucose-6-phosphate dehydrogenase-6-phosphogluconolactonase (Plasmodium falciparum 3D7). PfGluPho enzyme, NADPH resazurin-diaphorase fluorescence. inhibition, % at 20 µM. actives 0.78% (n = 350,000);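 active = inhibition reaching at least a set limit at 20 µM in the primary screen, cut at about 59% in these data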;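 also: 0% = DMSO wells with substrate and 100% = DMSO wells lacking glucose-6-phosphate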
HKDC1 inhibitor = HKDC1 hexokinase inhibitors, primary screen, biochemical, fluorescence, uHTS. actives 0.16% (n = 340,000). Q2TB90. recombinant HKDC1, G6PDH/diaphorase resazurin coupled fluorescence. inhibition, % at 20 µM. AID 493160, 2011;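 active = inhibition above about 35% when tested at 20 µM, limit read from the data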;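 also: plate controls were DMSO wells with enzyme for no effect and DMSO wells lacking enzyme for full effect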
Target sequence (Q2TB90 whole entry, looked up): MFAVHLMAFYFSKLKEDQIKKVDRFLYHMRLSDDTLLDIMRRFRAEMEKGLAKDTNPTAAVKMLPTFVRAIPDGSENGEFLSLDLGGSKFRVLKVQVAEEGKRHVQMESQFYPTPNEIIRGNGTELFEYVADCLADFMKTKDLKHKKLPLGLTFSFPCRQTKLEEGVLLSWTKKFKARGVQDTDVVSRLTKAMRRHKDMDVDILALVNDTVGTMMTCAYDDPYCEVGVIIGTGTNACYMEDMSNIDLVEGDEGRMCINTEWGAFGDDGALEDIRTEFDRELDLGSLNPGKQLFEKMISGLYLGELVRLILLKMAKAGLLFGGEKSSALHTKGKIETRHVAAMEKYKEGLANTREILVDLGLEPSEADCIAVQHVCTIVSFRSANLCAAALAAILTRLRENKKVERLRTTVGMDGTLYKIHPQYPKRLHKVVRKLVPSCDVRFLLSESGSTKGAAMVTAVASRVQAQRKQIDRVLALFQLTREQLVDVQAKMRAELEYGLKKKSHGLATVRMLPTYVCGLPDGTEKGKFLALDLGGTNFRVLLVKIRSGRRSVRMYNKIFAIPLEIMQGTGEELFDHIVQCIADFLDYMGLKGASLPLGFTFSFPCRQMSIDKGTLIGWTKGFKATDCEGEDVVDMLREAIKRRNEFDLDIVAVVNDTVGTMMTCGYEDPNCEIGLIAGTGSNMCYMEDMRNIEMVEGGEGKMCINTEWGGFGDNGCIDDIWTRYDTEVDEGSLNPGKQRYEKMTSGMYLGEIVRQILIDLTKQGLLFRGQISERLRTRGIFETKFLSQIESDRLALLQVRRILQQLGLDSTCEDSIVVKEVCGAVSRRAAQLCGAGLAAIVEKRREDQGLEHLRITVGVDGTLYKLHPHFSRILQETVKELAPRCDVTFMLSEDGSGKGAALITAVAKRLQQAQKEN
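Material – in-house recombinant HK5 (HKDC1) enzyme · Quantity – HKDC1 at 5 µg/mL · Buffer or medium – pH 8.0 Tris buffer with 10 mM MgCl2 · Reagent – glucose with 1 mM ATP · Dosing – single 20 µM dose · Times – reaction time 90 min, room temperature, protected from light · Technique – resorufin fluorescence at 613 nm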
SENP8 block = human SENP8 protease inhibitors, primary screen, biochemical, fluorescence, Nedd8 protein substrate, uHTS; actives 0.64% (n = 360,000); inhibition, % at 20 µM; recombinant SENP8; AID 602440, 2012; Sentrin-specific protease 8 (Homo sapiens), Q96LD8; in the data active = inhibition mostly above about 40%, no sharp cut-off; inactive = mostly below about 27%
Target sequence (Q96LD8 whole entry, looked up): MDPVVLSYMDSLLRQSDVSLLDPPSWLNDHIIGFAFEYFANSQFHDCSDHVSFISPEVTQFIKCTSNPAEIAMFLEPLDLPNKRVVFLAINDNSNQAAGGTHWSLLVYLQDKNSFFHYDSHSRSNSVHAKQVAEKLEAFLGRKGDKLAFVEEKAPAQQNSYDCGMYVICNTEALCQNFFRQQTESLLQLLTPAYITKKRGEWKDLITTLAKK
* hit, by the source's call; x = no result given.

1) CCOC(=O)c1sc(NC(=O)CN2C(=O)NC3(CC(C)CC(C)(C)C3)C2=O)cc1C (centres undefined)
2) O=C(CSc1nnc(-c2ccncc2)o1)NCc1ccc(Cl)cc1
3) CC(C)C(=O)NC(=S)Nc1ccc(S(=O)(=O)Nc2ccccc2)cc1
4) O=C1CSC(c2ccc(Cl)cc2)N1Nc1nc(N2CCOCC2)nc(N2CCOCC2)n1 (centres undefined)
5) O=C1NC2=C(C(=O)CCC2)C(c2ccc3ncccc3c2)N1 (centres undefined)

assay / entry	1	2	3	4	5
ATG4B inh	1	7	-1	-9	-1
SENP7 inh	6	2	0	5	72*
GRIN3A LBD mod	8	2	-8	0	-2
MPTP block	-1.9	1.0	3.0	-0.6	-2.0
SENP6 block	5	-9	-27	19	-2
PfG6PD inh	21	1	-22	7	-4
HKDC1 inhibitor	0	1	3	-9	-9
SENP8 block	-4	10	12	23	13

6) CCCN(CCO)Cc1cccc(Cl)c1
7) COc1ccc(S(=O)(=O)N[C@@H](CSCc2ccccc2)C(=O)O)cc1
8) COc1ccc(-c2nn(-c3ccccc3)cc2C(=O)N/N=C/c2ccc([N+](=O)[O-])o2)cc1
9) O=C(O)Cn1ncc2ccccc2c1=O
10) C/C(=N\NC(=O)c1c(Cl)c(C)nn1C)c1ccc(NC(=O)COc2ccc(Cl)cc2C)cc1

assay / entry	6	7	8	9	10
ATG4B inh	3	1	-15	-8	-2
SENP7 inh	-1	-7	9	-10	5
GRIN3A LBD mod	-1	0	8	1	-22
MPTP block	-1.9	-0.7	3.0	-0.7	0.0
SENP6 block	3	-7	7	-2	-8
PfG6PD inh	-3	7	-2	7	-12
HKDC1 inhibitor	-5	-2	-8	-2	-1
SENP8 block	3	7	15	6	12

11) O=C(COC(=O)/C=C/c1ccccc1Cl)NC(=O)NC1CCCC1
12) CC(C)OC(=O)c1cc(NC(=O)C2C3C=CC(O3)C2C(=O)O)cc(C(=O)OC(C)C)c1 (centres undefined)
13) O=C(CNC(=O)c1ccc(Cl)cc1Cl)Nc1ccc(F)cc1
14) COc1ccc(-n2c(-c3ccc(OC)c(OC)c3)n[nH]c2=S)cc1
15) O=C(NC1CCCC1)C(c1ccco1)N(C(=O)c1csnn1)c1ccccc1 (centres undefined)

assay / entry	11	12	13	14	15
ATG4B inh	-6	2	-2	2	-8
SENP7 inh	-1	2	4	1	1
GRIN3A LBD mod	1	-2	0	0	-2
MPTP block	0.4	1.0	0.6	0.1	2.6
SENP6 block	-4	9	4	-6	15
PfG6PD inh	3	-19	4	39	18
HKDC1 inhibitor	5	-2	-6	-6	-6
SENP8 block	17	-69	20	-16	4

Compounds listed so far with an aryl methoxy group (3):
7) COc1ccc(S(=O)(=O)N[C@@H](CSCc2ccccc2)C(=O)O)cc1
8) COc1ccc(-c2nn(-c3ccccc3)cc2C(=O)N/N=C/c2ccc([N+](=O)[O-])o2)cc1
14) COc1ccc(-n2c(-c3ccc(OC)c(OC)c3)n[nH]c2=S)cc1

assay / entry	7	8	14
ATG4B inh	1	-15	2
SENP7 inh	-7	9	1
GRIN3A LBD mod	0	8	0
MPTP block	-0.7	3.0	0.1
SENP6 block	-7	7	-6
PfG6PD inh	7	-2	39
HKDC1 inhibitor	-2	-8	-6
SENP8 block	7	15	-16

The list goes on.
16) COc1ccc2c(c1)nc(NCCCO)n2Cc1ccccc1
17) COc1ccc(C2=NN(C(=O)CSc3nc4ccccc4s3)C(c3ccc(OC)cc3)C2)cc1 (centres undefined)
18) CC(C)[C@H]1COCCS(=O)(=O)N1Cc1ccc(Cl)cc1
19) CCOc1ccc(C(C)=O)cc1COc1ccc(-n2cnnn2)cc1
20) Cc1cc(C)c2nc(C(F)(F)F)nc(NCCCN3CCCC3=O)c2c1

assay / entry	16	17	18	19	20
ATG4B inh	-2	-4	6	-1	-10
SENP7 inh	16	1	-3	-10	4
GRIN3A LBD mod	3	1	-2	-1	0
MPTP block	-0.8	-1.4	0.7	-1.0	2.6
SENP6 block	3	6	1	-6	-13
PfG6PD inh	0	-12	-3	5	-20
HKDC1 inhibitor	-4	13	2	-3	5
SENP8 block	28	-5	24	8	-4

21) O=C(Sc1ccc(Cl)cc1)c1cccc(Cn2cc(C(F)(F)F)ccc2=O)c1
22) CC(C)CCNC(=O)C(c1ccco1)N(CCCO)C(=O)Cn1nnc(-c2ccc(F)cc2)n1 (centres undefined)
23) CC(C)C(=O)Nc1ccc(C(=O)N/N=C/c2cc(Br)cc(Br)c2O)cc1
24) CCCC(=O)NC1CCCc2c1cnn2-c1ccc(C)c(C)c1 (centres undefined)
25) O=c1cc2c(=O)oc3cc(O)c(O)oc3c2c(O)c1O

assay / entry	21	22	23	24	25
ATG4B inh	-11	3	-7	-2	3
SENP7 inh	-1	10	-9	-4	x
GRIN3A LBD mod	3	-1	31*	0	-2
MPTP block	8.4	1.5	6.7	0.4	3.9
SENP6 block	-8	1	-15	4	x
PfG6PD inh	9	-6	-14	4	12
HKDC1 inhibitor	16	0	-26	-4	3
SENP8 block	19	8	-27	-4	13

26) O=C(NNS(=O)(=O)c1ccccc1[N+](=O)[O-])c1ccncc1
27) Cc1cccn2c(=O)nc(SCC(=O)c3ccc(Cl)cc3)nc12
28) Cc1ccc(CSc2nnc(NC(=O)Cn3cnc4ccccc4c3=O)s2)cc1
29) COc1ccc(C(=O)N2CCCC(Nc3ccc(C)c(C)c3)C2)cc1F (centres undefined)
30) O=S(=O)(c1cccc(NC(=S)N2CCN(c3ccccc3F)CC2)c1)C(F)F

assay / entry	26	27	28	29	30
ATG4B inh	1	-7	-1	14	-5
SENP7 inh	5	-6	1	-2	-13
GRIN3A LBD mod	-8	-1	-6	16*	-7
MPTP block	2.8	-0.1	-0.5	2.6	41
SENP6 block	7	-15	-19	-5	-1
PfG6PD inh	5	-31	-28	14	20
HKDC1 inhibitor	-7	18	15	0	-10
SENP8 block	18	-17	-11	2	11

31) COc1ccc(C)cc1NC(=O)CN1C(=O)COc2ccc(S(=O)(=O)N3CCCCCC3)cc21
32) COc1ccc(S(=O)(=O)Nc2ccc(S(=O)(=O)NCC3CCCO3)cc2)cc1 (centres undefined)
33) O=C(Cc1cn2ccsc2n1)NCCc1ccc(F)cc1
34) Cc1ccsc1C(C(=O)NC(C)(C)C)N(Cc1ccco1)C(=O)c1csnn1 (centres undefined)
35) O=C(NCc1ccc2c(c1)OCO2)c1ccc(COc2cccc(Cl)c2)o1

assay / entry	31	32	33	34	35
ATG4B inh	-4	-5	6	4	-5
SENP7 inh	-3	15	-3	0	-4
GRIN3A LBD mod	-3	-1	0	1	-10
MPTP block	-1.1	-0.3	0.8	-0.2	-0.7
SENP6 block	1	-4	-21	19	-13
PfG6PD inh	-1	-4	-4	3	5
HKDC1 inhibitor	-3	-1	-4	-2	-1
SENP8 block	10	2	27	0	12

36) CS(=O)(=O)c1nc(-c2ccccc2)cc(C(F)(F)F)n1
37) O=c1c2ccccc2nc(SCc2cc([N+](=O)[O-])cc3c2OCOC3)n1-c1ccccc1
38) Cc1ccc(/C=N/N2CCN(Cc3ccc(Cl)cc3)CC2)o1
39) CC(=O)n1cc(CO)c2ccccc21
40) CCN(CC(=O)Nc1ccc(Br)cc1)C(=O)c1nc2nc(C)cc(C)n2n1

assay / entry	36	37	38	39	40
ATG4B inh	2	-4	-1	-11	-3
SENP7 inh	-6	0	9	-3	10
GRIN3A LBD mod	3	0	6	1	-2
MPTP block	0.1	6.1	1.5	-2.7	-1.2
SENP6 block	-1	-4	5	-9	7
PfG6PD inh	14	12	6	15	1
HKDC1 inhibitor	0	-14	-1	-7	-5
SENP8 block	15	18	22	45*	12

41) Cc1ccc(C(=O)NC(C(=O)Nc2ccccc2)c2ccccc2)cc1 (centres undefined)
42) CCOC(=O)c1ccc(-n2cncn2)nc1
43) O=[N+]([O-])c1ccc(O)c(CSc2nnnn2-c2ccccc2)c1
44) COc1ccccc1N1CCN(C2CCCN(C(=O)CC(F)(F)F)C2)CC1 (centres undefined)
45) CCOc1ccccc1Nc1nc2ccccc2n2cnnc12

assay / entry	41	42	43	44	45
ATG4B inh	-7	-16	6	9	-11
SENP7 inh	7	-2	1	-2	-11
GRIN3A LBD mod	-1	-1	-3	1	0
MPTP block	-0.1	-0.6	78*	-0.7	0.8
SENP6 block	10	-12	15	-13	-1
PfG6PD inh	6	-3	-39	-2	15
HKDC1 inhibitor	1	-2	1	-1	-1
SENP8 block	19	19	8	6	-208

Of the compounds above, two contain a thiophene ring, fused or not.
1) CCOC(=O)c1sc(NC(=O)CN2C(=O)NC3(CC(C)CC(C)(C)C3)C2=O)cc1C (centres undefined)
34) Cc1ccsc1C(C(=O)NC(C)(C)C)N(Cc1ccco1)C(=O)c1csnn1 (centres undefined)

assay / entry	1	34
ATG4B inh	1	4
SENP7 inh	6	0
GRIN3A LBD mod	8	1
MPTP block	-1.9	-0.2
SENP6 block	5	19
PfG6PD inh	21	3
HKDC1 inhibitor	0	-2
SENP8 block	-4	0

(list continues)
46) CC1=C(C(=O)Nc2ccc(C(=O)NCCCN3CCCCC3)cc2)SCCO1
47) N#Cc1cc2c(nc1SCC1COc3ccccc3O1)CCC2 (centres undefined)
48) O=C(Nc1ccccc1)C1=C[C@@H](c2ccc(C(F)(F)F)cc2)C[C@@H](OCc2ccc(CO)cc2)O1
49) O=C(CSc1nnc(-c2cnccn2)n1Cc1ccco1)c1ccccc1
50) CCOc1ccc(NC(=O)CSc2nnc(-c3ccccc3)n2N)cc1

assay / entry	46	47	48	49	50
ATG4B inh	-7	21	3	-1	-10
SENP7 inh	-6	-2	-4	-1	2
GRIN3A LBD mod	0	1	5	1	1
MPTP block	-1.1	1.3	-0.9	-0.6	-0.7
SENP6 block	-2	-10	0	-29	-6
PfG6PD inh	15	12	24	0	2
HKDC1 inhibitor	-2	14	-1	4	-8
SENP8 block	0	33	6	-4	12

51) O=C(N/N=C/c1cccc(OCc2ccccc2)c1)c1ccc(Br)cc1
52) CCOCCn1c(CN2CCCCC2C)nc2c1c(=O)n(C)c(=O)n2C (centres undefined)
53) O=C(NCCc1ccccc1Cl)C1CCC(=O)N(CC2CCCCC2)C1 (centres undefined)
54) Cc1cccc(C)c1NC(=O)CN1CCN(CC(=O)NCC2(N3CCCCC3)CCCCC2)CC1
55) O=C(Cn1c(NCCO)nc2ccccc21)c1cccs1

assay / entry	51	52	53	54	55
ATG4B inh	7	-13	4	-59	-3
SENP7 inh	-4	7	-9	2	-4
GRIN3A LBD mod	1	-2	-2	-1	-1
MPTP block	36	-0.3	-0.5	0.7	-0.3
SENP6 block	-3	-22	-15	-2	16
PfG6PD inh	-20	-4	-3	0	6
HKDC1 inhibitor	14	-5	2	-4	2
SENP8 block	0	-1	6	13	12

56) Cc1ccc(S(=O)(=O)N2CCN(CC(=O)N/N=C/c3ccc(Br)s3)CC2)cc1
57) C=CCc1ccccc1OCC(O)CNC(C)C (centres undefined)
58) O=C(CCl)N1CCCC1c1ccc2c(c1)OCCO2 (centres undefined)
59) Cc1c(C)c(C)c(S(=O)(=O)N2CCSCC2)c(C)c1C
60) CCOC(=O)N1CCC(NC(=O)c2cc3c(C)nc4ccccc4c3o2)CC1
61) CCCCOC(=O)Nc1cccc(C(=O)OCC)c1
62) Cc1cc(C)cc(NC(=O)Nc2cccc(S(N)(=O)=O)c2)c1

assay / entry	56	57	58	59	60	61	62
ATG4B inh	-3	8	11	-5	-21	11	-1
SENP7 inh	8	-6	-12	-2	3	-3	-3
GRIN3A LBD mod	1	2	0	3	4	-13	6
MPTP block	3.8	x	27	2.0	0.8	-1.7	5.0
SENP6 block	3	-14	-31	4	-4	2	3
PfG6PD inh	2	-16	-9	3	5	-8	2
HKDC1 inhibitor	-4	-3	0	1	1	-6	-2
SENP8 block	6	-2	8	14	3	20	6
